Screening results deposited in PubChem BioAssay by Fisher Drug Discovery Resource Center.
mcGAS MS inh: inhibitors of Mus musculus cyclic GMP-AMP synthase, initial high-throughput assay, cell-free, RapidFire MS; 130,000 tested, 0.18% active; inhibition, % at 12.5 µM; AID 1259397, 2018; recombinant mouse cGAS, cGAMP by RapidFire MS; Q8C6L5;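 active = inhibition of cGAS enzyme activity at or above 60%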;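 also: enzyme stimulated by 45 bp dsDNA with ATP and GTP substrates; cGAMP share of summed cGAMP plus half ATP and half GTP signals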
Target sequence (Q8C6L5 whole entry, looked up): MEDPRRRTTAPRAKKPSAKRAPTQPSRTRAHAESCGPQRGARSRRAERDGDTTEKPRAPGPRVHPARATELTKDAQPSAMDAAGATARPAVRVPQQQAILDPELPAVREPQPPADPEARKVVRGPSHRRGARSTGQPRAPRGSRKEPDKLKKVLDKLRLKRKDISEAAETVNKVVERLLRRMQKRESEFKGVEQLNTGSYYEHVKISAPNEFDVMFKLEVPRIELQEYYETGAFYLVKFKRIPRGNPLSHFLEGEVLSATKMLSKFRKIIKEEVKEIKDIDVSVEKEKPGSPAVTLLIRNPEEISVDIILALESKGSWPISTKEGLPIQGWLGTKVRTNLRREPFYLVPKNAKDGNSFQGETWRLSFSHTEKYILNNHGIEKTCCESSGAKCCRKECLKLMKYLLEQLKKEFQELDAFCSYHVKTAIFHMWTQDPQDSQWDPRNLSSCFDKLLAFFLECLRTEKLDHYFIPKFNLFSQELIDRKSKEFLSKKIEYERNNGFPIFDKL
* = called active by the depositor; & = joins results of further samples. Not all compounds are listed (hit frequency here may not be typical).

SMILES	mcGAS MS inh
CN(C)C(=O)CN1CCN(c2nc(C(=O)Nc3ccccc3)cs2)C1=O	-11
CC1(CCc2ccc(Oc3ncccc3C#N)cc2)NC(=O)NC1=O (centres undefined)	-4
CN(Cc1ccc(Cl)cc1)Cn1nc(-c2cccnc2)n(C)c1=S	-3
Cc1nn(CC(C)C)c(C)c1CC(=O)NC1CCS(=O)(=O)C1 (centres undefined)	0
Cc1cccc(N2CCN(CCCSCC#N)C(C)C2)n1 (centres undefined)	0
CC(=O)N1CCCC(C(=O)NCC(C2CC2)N(C)C)C1 (centres undefined)	-7
CNC(=S)N(CCO)c1ccc(OC)nc1	-11
Cc1c(NCc2ccccn2)cccc1C(=O)NCCN1CCNC1=O	-13
CN1C(=O)C2(SCC(=O)N2c2ccc(Br)cc2)c2ccccc21 (centres undefined)	-1
CCOC(=O)c1cnn(-c2ccc(C(=O)NC3(C#N)CCC3)cc2)c1C	0
O=C(c1c[nH]c(=S)n1-c1ccc(F)cc1)N1CCN(S(=O)(=O)c2ccccc2)CC1	8
O=C1C=CC(=O)N1c1ccc(OC(F)(F)F)cc1	12
O=C1CC(c2cccc3cnccc23)c2ccc(N3CCOC3=O)cc2N1 (centres undefined)	-16
CCC(C(=O)N1CCn2cncc2C1)N1Cc2ccccc2C1=O (centres undefined)	-18
CCC1CN(C(=O)c2cc(COc3ccccc3F)[nH]n2)CCN1C(C)C (centres undefined)	-10
Cc1ccc(-c2cc(COC(=O)c3cc4ccccc4o3)no2)cc1	2
CC(C)c1nc(Sc2nc3ccccc3s2)n[nH]1	-4
CN(Cc1cccc(F)c1)C(=O)CCC1Cc2ccccc2NC1=O (centres undefined)	-16
OC1(c2ccc(Cl)cc2)C[N+](CCc2ccccc2)=C2SCCCN21 (centres undefined)	-5
Cn1c(=O)c2c(ncn2CC(=O)NC2CCCC2)n(C)c1=O	2
O=C(CCC1CCN(Cc2cccc3c2OCO3)CC1)Nc1ccccc1Cl	-6
CC(=NNc1ncnc2sc(C)c(C)c12)c1ccc(Cl)s1	-7
Cc1cc(=O)[nH]c(N=C(N)Nc2cccc([N+](=O)[O-])c2)n1	2
Cc1nc(CN2C(=O)NC(C)(c3ccc(OC(F)F)cc3)C2=O)oc1C (centres undefined)	2
O=C(c1scc2c1CCCC2)N1CCCCC1	-5
C=CCn1c(=O)c2c(nc3n2CCCN3c2ccc(Br)cc2)n(C)c1=O	-2
NC(=O)c1ccc(COC(=O)Cc2ccc3c(c2)CCCC3)cc1	-2
Cc1nc(C2(NC(=O)C3CCCN(C(=O)c4ccc(F)cc4)C3)CCCCC2)no1 (centres undefined)	-1
Cc1cccc(CSc2nc3c(cnn3CCO)c(=O)[nH]2)c1	-29
CCn1cc(C(CC(=O)O)c2ccc(F)cc2)c2ccccc21 (centres undefined)	2
c1ccc2[nH]c(Cc3nc4ccccc4[nH]3)nc2c1	-4
Cc1ccc(CNC(=O)Cn2c(-c3ccco3)nc(-c3ccccc3)c2-c2ccccc2)o1	-11
Cc1nc2ccccn2c1Sc1ccc(Cl)cc1	3
COc1cccc(CN2CC(C(=O)NCCc3nc(-c4ccccc4)no3)CCC2=O)c1 (centres undefined)	-3
Cc1nccn1CCCN1CCOc2c(O)cc(-c3cccc(Cl)c3)cc2C1	-37
Cc1oc(=O)oc1CN1CCN(c2cc3c(cc2F)c(=O)c(C(=O)O)c2n3C(C)C2)CC1 (centres undefined)	-6
Cc1cccc(C)c1NC(=O)C1(NC(=O)CN2C(=O)c3ccccc3C2=O)CCC(C(C)(C)C)CC1 (centres undefined)	-11
CCC(C)(C)c1ccc(OCC(=O)O)c(C(C)(C)CC)c1	-3
Cc1nn2cc(CNC(=O)CN3CCOc4ccccc4C3)nc2s1	-16
COc1ccc(C2=CCN(C(=O)c3csc(NC(C)=O)n3)CC2)cc1	-5
O=C(c1ccc(NCCN2CCN(c3cccc(C(F)(F)F)c3)CC2)nc1)N1CCCC1	-4
Cc1nn(CC(C)C)c(C)c1CC(=O)NCCOc1ccc2c(c1)OCO2	-16
c1csc(-c2csc(N3CCCC3)n2)c1	10
COc1ccc(C(=O)C2CCN(C(C)C(=O)NCC(C)C)CC2)cc1 (centres undefined)	-7
CN(C)c1nc2nonc2nc1NC1CCC1	-4
O=C(NNS(=O)(=O)c1c(Cl)cccc1Cl)c1ccc2c(c1)OCCO2	-5
Cc1cc(C(=O)CSc2nnc(C3CC3)n2C)c(C)n1CC(F)(F)F	2
CSc1cccc(NC(=O)C(CC(C)C)NC(=O)c2ccccc2C)c1 (centres undefined)	-4
COc1cc(C)ccc1OCc1nc(C(=O)NCC(C)C)co1	-6
COc1cc2c(cc1OC)C(c1ccccc1)N(CC(N)=O)CC2 (centres undefined)	17
O=c1cccc(-c2ccc(Br)cc2)o1	-1
Cc1cc(C)c(NC(=O)c2c(-c3ccccc3Cl)noc2C)c(C)c1	-5
COC(=O)CN(C)C(=O)CC(c1ccccc1)c1ccc(OC)cc1 (centres undefined)	-3
Cc1nn(C)c2nc(C3CC3)cc(C(=O)N3CCCCC3C(=O)O)c12 (centres undefined)	-7
C=CCCCCCCCCC(=O)O	-8&-4
CC1=CC2(C)C(OC1=O)C1OC(=O)C(C)=CC12C (centres undefined)	-7
COc1ccc(OCc2n[nH]c(=S)n2C)cc1	-7
O=C(Nc1cc(-n2cccc2)ccc1F)N[C@@H]1C=C[C@H](CO)C1	-1
N#C/C(=C\N1CCC(C(N)=O)CC1)C(=O)Nc1ccc(F)cc1	-11
O=C(NCc1ccc(OC(F)(F)F)cc1)NCc1ccc(N2CCCC2=O)cc1	-10

(continued)
SMILES	mcGAS MS inh
O=S1(=O)N=CN(Cc2cccc(F)c2)c2ccccc21	-1
Cc1cccn2c(=O)c3cc(C(=O)N4CCN(C(=O)c5ccco5)CC4)n(C)c3nc12	1
O=C(NCC1CCC1)[C@@H]1Cc2ccccc2CN1S(=O)(=O)c1cccs1	3
CCSC[C@H](N)C(=O)N1CCC(c2nn(C)c(=O)n2-c2ccccc2)CC1	-13
CC(C)c1ccc(CN2CCN(C(=O)CSc3nnc(-c4ccco4)n3C)CC2)cc1	-5
O=[N+]([O-])c1cc(C(F)(F)F)cc([N+](=O)[O-])c1NN=C1CCCCC1	-12
Cn1nnnc1SCCNC(=O)c1ccc2oc(Cc3ccccc3)nc2c1	4
COc1ccc(CN2CCN(Cc3ccc(C)o3)CC2CCO)c(C)c1C (centres undefined)	-3
COc1cccc(NC(=O)NCCNc2ccc(Nc3cc(C)ccn3)nn2)c1	-5
O=P(O)(OC(c1ccc(F)cc1)C(F)(F)F)c1ccccc1 (centres undefined)	0
COc1ccc(OC)c(-c2ccc(=O)n(CCNC(=O)C(C)Oc3ccccc3F)n2)c1 (centres undefined)	-3
O=c1[nH]c(SC/C=C/c2ccccc2)nc2c1cnn2CCO	-28
c1ccc(-c2cn3nc(-c4ccccc4)n4c3c2CCCC4)cc1	-7
Cc1ccsc1[C@@H]1CCN(Cc2c(CO)cnc(C)c2O)C[C@H]1O	13
COc1ccc(N2CC(C)Cn3c2nc2c3c(=O)n(CCC(C)C)c(=O)n2C)c(OC)c1 (centres undefined)	4
COc1cc(C=C2N=C(C34CC5CC(CC(C5)C3)C4)OC2=O)cc(OC)c1OC	-2
C=CCn1cc(CN2CCc3[nH]cnc3C2Cc2ccccc2)cn1 (centres undefined)	-6
N#Cc1c(NC(=O)C2C3C=CC(C3)C2C(=O)O)sc2c1CCCCC2 (centres undefined)	-15
COc1cc(OC)cc(C(=O)Nc2ccc3c(c2)N(S(=O)(=O)c2cccs2)CCC3)c1	-6
O=C(N=C1N=C2C=CC(I)=CN2Cc2ccccc21)C1CCCCC1	-1
COc1ccc(NC(C)C(=O)NC2CCS(=O)(=O)C2)c(OC)c1 (centres undefined)	-8
COc1ccc2cc(C(=O)N3CCN(C(C#N)c4ccc(F)cc4)CC3)c(C)nc2c1 (centres undefined)	8
O=C(CC1C(=O)NCCN1CC1CCCCC1)NCc1ncc[nH]1 (centres undefined)	3
O=C(NCc1ccc2c(c1)CCCO2)c1cn2c(n1)CNCC2	-4
CCOC(=O)c1c(C)n(-c2ccc(OC)cc2)c2cc(Br)c(OC)cc12	-8
CC(=O)CSc1nc2c(c(=O)n(C)c(=O)n2C)n1Cc1ccccc1	-2
COc1ccc(N2CCN(C(=O)Nc3cccnc3OC)CC2)cc1	0
CCc1noc(CSC2=Nc3ccccc3CS2)n1	5
O=C(NC(=S)N1CCCC1)c1ccc(Cl)cc1Cl	-1
CCCCc1noc(C(C)SCCn2nc3ccccn3c2=O)n1 (centres undefined)	-13
O=S(=O)(NCCc1cscn1)c1ccc(Cl)s1	-4
Cc1ccccc1NC(=O)c1c(NC(=O)c2ccc([N+](=O)[O-])cc2)sc2c1CCCC2	2
CN=c1scc(-c2cc(OC)ccc2OC)n1N=Cc1c(OC)cc(OC)cc1OC	-11
O=C(C1CCNCC1)N1CCOCC1	-4
CCOC(=O)c1[nH]c(C)c(C(=O)OCC(=O)c2ccccc2)c1C	-3
CN(CC(=O)NC(C)(C)C)C(=O)NC1CC1	2
Cc1nnsc1CN(C)Cc1[nH]c2ccc(F)cc2c1C	-13
C#CCn1c(CCCO)nc2ccccc21	-2
N#Cc1c(Cn2ncc(Cl)c(Cl)c2=O)cn2ccccc12	-1
COc1ccc(C2Oc3ccc4ccccc4c3C=C2[N+](=O)[O-])cc1OC (centres undefined)	-5
O=C1NC2=C(C(=O)c3ccccc32)C(c2ccc(Cl)cc2)S1 (centres undefined)	-23
CCn1nnc2c(N3CCN(C(=O)OC)CC3)ncnc21	-1
CCCN(C(=O)c1ccc2c(c1)nnn2CC)C1CCS(=O)(=O)C1 (centres undefined)	-3
Cc1noc(C)c1CNCc1cc(Cl)cc(Cl)c1O	-10
O=C(CN1CCN(Cc2ccco2)CC1)Nc1ccc(Cl)cc1	-2
Cc1cc(N2CCN(C(=O)Nc3ccc(-n4cncn4)nc3)CC2)nc(C(C)C)n1	-28
CC(C(=O)N(C)CCC(C)(C)O)n1cc(Cl)cn1 (centres undefined)	-27
C=CCn1c(=NC(=O)C2=COCCO2)sc2cc(C(=O)OCC)ccc21	-8
Cc1noc(C)c1CN1C(=O)CC(Cc2ccc(F)cc2)C1=O (centres undefined)	-2
Cc1n[nH]c(=O)c(C(=O)NC2CCCN(c3cccc(F)c3)C2)c1C (centres undefined)	2
CC(C)N(Cc1cnn(C)c1)C(=O)c1ncc[nH]1	-11
Cn1c(=O)c2c(ncn2CCNc2ccccc2Cl)n(C)c1=O	-7
CC(C)COC(=O)Nc1cccc(NCC(=O)NC(C)C(C)C)c1 (centres undefined)	-3
Cc1ccc2c(c1)C(C)(C)OC2=O	5
Cc1cc(C)n(-c2ccc(CNC(=O)C(C)C)c(C(F)(F)F)c2)n1	-16
Cc1cc(C(=O)Nc2ccc(Br)cc2F)c(C)s1	-13
COCCCNc1nc2nonc2nc1N1CCN(C)C[C@@H]1c1ccccc1	-5&-3
COc1ccc(NC(C)=O)cc1S(=O)(=O)N(CC(F)(F)F)C1CC1	7
O=C(NNC(=O)c1ccc[nH]c1=O)c1cc2c(s1)CCCC2	-4
Cc1cc(C)nc(SCCCn2c(N3CCCC(C)C3)nc3c2c(=O)[nH]c(=O)n3C)n1 (centres undefined)	-3

Going on with the list.
SMILES	mcGAS MS inh
O=C(CN1CCN(C(=O)C2CCCO2)CC1)NC(=O)NC1CCCCC1 (centres undefined)	-18
CCCn1nc(C)c2cnn(-c3ccccc3)c2c1=O	-6
O=C(C1CCCN(Cc2nc(Cc3cccc(C(F)(F)F)c3)no2)C1)N1CCOCC1 (centres undefined)	-10
CCNc1scnc1C(=O)OCC(=O)N(C1CCCC1)C1CCS(=O)(=O)C1 (centres undefined)	-4
O=c1ccc(-c2ccccc2)nn1CCn1ccnc1-c1cccs1	-20
CC1(C)CCCC(C)(C)N1CC(O)COCCOc1ccc(Br)cc1 (centres undefined)	-4
NC(=O)c1ccc(NC(=O)c2c3c(nn2C2CCS(=O)(=O)C2)CCC3)cc1 (centres undefined)	-12
Cc1cccc(-n2c(SCC(=O)NC3CC3)nc3ccccc3c2=O)n1	-6
CC(C(=O)NCC1CCCO1)n1ncn2cccc2c1=O (centres undefined)	-11
